Screens: PubChem, National Center for Advancing Translational Sciences (NCATS)
FLuc modulator: firefly luciferase modulation, counter-screen for miR-21 project; actives 6.9% (n = 360,000); purified FLuc, Km substrates, luminescence inhibition; Potency, µM (series often up to 57.5 µM), inactives show at the top dose activity change, negative = inhibition, most hits filed as inhibitors;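 further: plate controls were vehicle for no effect and reference inhibitor for full effect; nearly all actives have a fitted effect of over 55% in size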
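Biochemical qHTS of compounds, final roughly 60 µM downward over six points, against 10 nM purified firefly luciferase using Km concentrations of substrates (10 uM D-luciferin, 10 uM ATP) in Tris acetate pH 7.5 buffer; luminescence output.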
VP16 counter: Gal4-VP16 reporter inhibition counter-screen; Potency, µM (titrated, usually from 53.6 µM), for the others: at the highest dose activity, negative = inhibition, usual class: inhibitors; actives 3.5% (n = 310,000); Drosophila S2 Gal4-VP16 UAS-luciferase, luminescence, 20 h;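 further: Gal4-VP16 expression switched on by copper sulfate through the metallothionein promoter; on the % scale 0 is the no-effect control and ±100 the full control effect; nearly all actives have a fitted effect of over 50% in size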
BRCA1 expr act: activators of BRCA1 expression. MCF7-BRCA1-FFLuc reporter, luminescence, 48 h; response scale: scaled: vehicle 0%, 10 µM genistein 100%. Potency, µM (top dose mostly 46.1 µM), for the others: at the top dose activation, actives largely listed as activators. actives 1.1% (n = 380,000); further: nearly all actives have a fitted effect of over 80% in size; some results filed as inactive show a strong effect at the top dose
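Luminescence from a BRCA1-driven firefly luciferase in MCF7 cells was read after 48 h compound exposure at 37 C. Data normalized against DMSO and a 10microM genistein activation control, then curve-fitted across the titration.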
NPC1 prom act: activators of NPC1 promoter | Huh7 NPC1 promoter luciferase reporter, 24 h | Potency, µM (doses to about 9.22 µM), for the others: at the highest dose activation, most hits filed as activators | actives 2.4% (n = 320,000) | AID 485313;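 further: % of control where 0% means no effect; nearly all actives have a fitted effect of over 60% in size; reporter is driven by a mutant NPC1 promoter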
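Luminescence from an NPC1 promoter-driven luciferase reporter in stably transfected Huh7 cells was measured after 24 h compound treatment at 37 °C, followed by 10 min ambient incubation with luciferase detection reagent.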
ELG1 genotoxic: genotoxicity induction in ELG1-luciferase HEK293T cells | HEK293T ELG1-luciferase reporter, luminescence, 16 h | Potency, µM (series often up to 46 µM), for the others: at the highest dose activity change, positive = activation, hits mostly activators | actives 1.3% (n = 330,000) | AID 504466; further: % of control where 0% means no effect; nearly all actives have a fitted effect of over 60% in size
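HEK293T cells expressing luciferase-tagged ELG1 were exposed to compound or DMSO vehicle for 16 hr at 37 °C and 5% CO2. Luciferase activity was then measured with ONE-Glo after 30 min at room temperature.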
Rab9 promoter act: activates the Rab9 promoter. Huh7 Rab9 promoter-luciferase reporter, luminescence, 24 h. Potency, µM (top dose mostly 9.22 µM), for the others: top-dose activation, negative = inhibition, usual class: activators. actives 2.8% (n = 320,000). AID 485297; further: % of control where 0% means no effect; nearly all actives have a fitted effect of over 60% in size
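Quantitative HTS format; Huh7 Rab9-luciferase reporter cells (1500/well) receive compound 2 h post-plating, incubate 24 h at 37 °C, then get luciferase reagent for 10 min before luminescence reading.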
RORgamma inh: inhibitors of mouse ROR gamma transcriptional activity; Potency, µM (highest dose often 53.6 µM), for the others: at the highest dose activity change, negative = inhibition, usual class: inhibitors; Drosophila S2 Gal4-RORgamma UAS-luciferase reporter, 20 h; P51450; actives 5.4% (n = 310,000); further: on the % scale 0 is the no-effect control and ±100 the full control effect; nearly all actives have a fitted effect of over 60% in size
Target sequence (P51450 whole entry, looked up, the tested form may be a part): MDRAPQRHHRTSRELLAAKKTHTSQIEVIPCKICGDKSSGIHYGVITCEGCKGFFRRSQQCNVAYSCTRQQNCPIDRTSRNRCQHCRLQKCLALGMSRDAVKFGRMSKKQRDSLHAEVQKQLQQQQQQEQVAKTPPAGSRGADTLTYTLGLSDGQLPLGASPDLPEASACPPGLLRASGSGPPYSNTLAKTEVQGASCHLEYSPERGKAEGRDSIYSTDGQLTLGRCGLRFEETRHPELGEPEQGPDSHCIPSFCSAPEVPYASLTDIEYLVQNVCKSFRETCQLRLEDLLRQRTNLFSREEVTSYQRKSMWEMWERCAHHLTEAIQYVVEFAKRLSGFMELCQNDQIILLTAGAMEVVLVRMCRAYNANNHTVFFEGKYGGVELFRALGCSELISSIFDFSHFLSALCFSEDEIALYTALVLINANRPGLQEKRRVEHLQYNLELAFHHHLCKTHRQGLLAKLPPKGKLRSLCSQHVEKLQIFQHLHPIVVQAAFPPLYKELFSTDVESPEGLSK
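Schneider cells (Drosophila), stable Gal4 DBD–ROR gamma + UAS-luc; 1 hr cmpd preincubation; Cu2+ induction 700 uM final; 20 hr ambient; luminescence.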
uPA surface inh: cell surface uPA generation inhibition; Potency, µM (top dose mostly 38.3 µM), for inactives: top-dose activity change, negative = inhibition, most hits filed as inhibitors; actives 0.31% (n = 330,000); cell surface uPA generation assay, qHTS; AID 540303; active means well fitted inhibition curve with a large enough effect; inconclusive means small, poorly fitted or top-dose-only effect; inactive means no such curve, though single readings can be large or run the other way; tested in mouse RAW 264.7 cells; further: on the % scale 0 is the no-effect control and ±100 the full control effect; nearly all actives have a fitted effect of over 55% in size
p53 reactivation: restores transcriptional activity of mutant p53; H1299 p53-A138V BP100-luciferase reporter, luminescence, 24 h; Potency, µM (titrated, usually from 92.2 µM), inactives show at the top dose activity change, positive = activation, actives largely listed as activators; actives 0.063% (n = 320,000); further: % of control where 0% means no effect; nearly all actives have a fitted effect of over 45% in size
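H1299 (p53-null), stable ts p53-A138V + BP100-Luc; 1000 cells/well, Opti-MEM/10% FBS; cpd 4 pt, 1:5; 24 h, 37 deg C, 5% CO2; detection reagent 10 min RT; luminescence.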
MBNL1 CUG block: blocks human MBNL1 binding to CUG repeat RNA; Q9NR56; TR-FRET MBNL1-His/biotin-(CUG)12 binding, 665/545 ratio; Potency, µM (top dose mostly 57.5 µM), for inactives: top-dose activity change, negative = inhibition, actives largely listed as inhibitors; actives 0.036% (n = 280,000); active means well fitted inhibition curve with a large enough effect in the signal ratio, with a control signal flat, not every such curve was filed as active; inconclusive means small, poorly fitted or top-dose-only effect, or effect the other way, or a change in a side signal; inactive means no such curve, though single readings can be large or run the other way; the % refers to the signal ratio; further: on the % scale 0 is the no-effect control and ±100 the full control effect
Target sequence (Q9NR56 whole entry, looked up): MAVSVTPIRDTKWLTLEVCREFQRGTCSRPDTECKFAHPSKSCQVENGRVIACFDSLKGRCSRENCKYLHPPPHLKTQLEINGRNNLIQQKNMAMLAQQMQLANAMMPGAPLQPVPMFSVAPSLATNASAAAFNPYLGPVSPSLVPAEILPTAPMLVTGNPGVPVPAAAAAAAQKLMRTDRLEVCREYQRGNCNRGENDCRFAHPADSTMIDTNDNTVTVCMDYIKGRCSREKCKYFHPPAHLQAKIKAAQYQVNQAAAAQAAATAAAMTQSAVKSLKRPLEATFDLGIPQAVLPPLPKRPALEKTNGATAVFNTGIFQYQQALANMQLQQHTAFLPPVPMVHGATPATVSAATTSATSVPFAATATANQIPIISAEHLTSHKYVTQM
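Ratiometric TR-FRET (665 over 545 nm, excitation 340 nm) tracks disruption of MBNL1-His/biotin-(CUG)12 complex after 60 min at room temperature, with compounds at 92 nM to 58 uM final.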
The depositor's hits bear a star; ? = inconclusive; · = no result given; [ ] = remark or other dose. Unless noted, the call rests on the fitted dose curve; in most records, active means well fitted curve in the direction sought with a large enough effect; inconclusive means small, poorly fitted or top-dose-only effect, or another doubt; inactive means no such curve, though single readings can be large; an effect the other way counts as inactive or inconclusive. Potency means the concentration at half of the fitted maximal effect.

Second line of a record: RORgamma inh	ELG1 genotoxic	VP16 counter	uPA surface inh	MBNL1 CUG block	Rab9 promoter act	BRCA1 expr act	FLuc modulator	NPC1 prom act	p53 reactivation
- Cc1cc(C(=O)CN(Cc2ccc(F)cc2)S(=O)(=O)c2ccc3c(c2)OCCO3)c(C)n1C
 : 1%	-4%	2%	-1%	5%	0%	-8%[1.84 µM]	9%	-4%	22%
- Cc1cc(NC(=O)CSc2nc3ccccc3n2CC(C)C)no1
 : 1%	-6%	-4%	-8%	8%	1%	3%	-17%	-4%	0%
- CCN(C(=O)COC(=O)CCCOc1ccccc1)c1c(N)n(Cc2ccccc2)c(=O)[nH]c1=O
 : ·	1%	·	-34%	·	-3%	1%	-2%	-5%	-10%
- CC1(C)C2CC=C(/C=N/NC(=O)C(N)=O)C1C2 (stereo not given)
 : 37%	1%	-14%	-14%	·	-1%	10%	-3%	2%	-2%
- CCOc1ccc(C(=O)COC(=O)CN2C(=O)NC3(CCCCC3C)C2=O)cc1 (stereo not given)
 : ·	3%	·	-3%	·	3%	14%	-20%	1%	1%
- Cc1ccc(S(=O)(=O)N2CCN(C(=O)c3ccccn3)CC2)c(C)c1
 : 11%	3%	-5%	-3%	1%	-9%	9%	-1%	-4%	-4%
- Cc1ccc(OCc2nc(-c3cccnc3)no2)cc1C
 : ?	11%	-12%	2%	1%	17%	94%	?	14%	-3%
- O=c1cc(C(F)(F)F)[nH]c(=O)n1C1CCCCC1
 : -7%	0%	-4%	2%	-9%	0%	-18%	2%	-1%	-4%
- CCCCC(=O)Nc1nnc(C)s1
 : -1%	-2%	1%	-3%	-5%	3%	-105%[inhibitor]	-1%	1%	0%
- Cc1oc(-c2ccc(Cl)cc2)nc1CN1CCCC(C(=O)NCCCN2CCCC2=O)C1 (stereo not given)
 : 14%	1%	-7%	-27%	-8%	-1%	-4%	0%	-1%	-1%
- CN(C)CCCN(Cc1ccccc1)C(=S)NCc1ccccc1
 : 8%	-1%	3%	-9%	0%	0%	-8%	1%	-2%	-4%
- CC(=O)c1cc2c(cc1NC(=O)Cn1cnc3ccccc3c1=O)OCO2
 : ·	4%	·	4%	·	-2%	-30%	1%	1%	-4%
- O=C(CSc1nnc2ccccn12)Nc1ncc(Cl)cc1Cl
 : -25%	18µM*	16%	·	6%	?	10µM*	?	20%	?
- COc1ccc(C2CCCN2C(=O)c2cccs2)cc1 (stereo not given)
 : 12%	0%	-4%	-1%	-5%	-7%	-6%	-1%	-4%	-2%
- COc1ccc(-c2sc3ccc(N4CCOCC4)cc3c2-c2ccc(OC)c(F)c2)cc1
 : -1%	-2%	5%	2%	12%	-8%	-11%	0%	-8%	6%
- CN(CC(=O)Nc1ccccc1C(=O)NC1CC1)Cc1ccccc1F
 : ·	1%	·	1%	·	-9%	-13%	2%	-5%	-3%
- O=C(c1ccc(N2C(=O)C3CCCCC3C2=O)cc1)N1CCCCC1 (stereo not given)
 : 11%	1%	-5%	-1%	·	-4%	-35%	-3%	-2%	3%
- Cc1ccc(N2CC(C(=O)NNC(=O)c3ccc(F)cc3)CC2=O)cc1 (stereo not given)
 : ·	-1%	·	-19%	·	2%	23%	1%	0%	-4%
- CC1C(=O)N2CCCc3cc(S(=O)(=O)NCc4ccccc4Cl)cc1c32 (stereo not given)
 : -1%	-5%	1%	-4%	-6%	-4%	-32%	0%	2%	-11%
- COC(=O)c1ccc(OC(=O)c2ccc(OCc3c(C)noc3C)c(OC)c2)cc1
 : 6%	7%	6%	·	-5%	1%	·	0%	-4%	-3%
- CCOC(=O)c1cc(S(=O)(=O)NCC2CCN(Cc3cccc(C)c3)CC2)cn1C
 : 0%	-1%	4%	-5%	-9%	-16%	-5%	4%	0%	3%
- COc1ccc(C2CC(=O)c3cnn(-c4nc(C)cc(C)n4)c3C2)cc1 (stereo not given)
 : ?	-14%	-2%[10 µM]	?	1%	-12%	-28%	2%	-14%	-1%
- CC(C)Sc1ncnc2c1oc1ccccc12
 : -18%	3%	-13%	·	-3%	17%	-13%	24µM*	4%	29%
- COc1cccc(NC(=O)Cc2cn(C)c3ccccc23)c1
 : 41%	·	?	6%	8%	·	-2%	?	·	·
- Brc1ccc(CNCc2cccs2)cc1
 : 4%	2%	2%	-5%	-4%	7%	-4%	-5%	1%	?
- CC(C)N1CCN(Cc2cccs2)CC1CCO (stereo not given)
 : 6%	0%	-3%	1%	-6%	-5%	6%	3%	-3%	8%
- COc1ccc(NC(=O)C2CC(=O)N/C(=N/N=C/c3ccco3)S2)cc1 (stereo not given)
 : -8%	3%	5%	1%	5%	1%	12%	-1%	6%	1%
- Cc1cccc(C)c1NC(=O)CNC(=O)c1c(-c2ccccc2)noc1C
 : ·	2%	·	9%	·	-1%	-7%	5%	-1%	9%
- OCCCn1c(CCCNc2nc(-c3cccc(Br)c3)cs2)nc2cc(Cl)c(N3CCCCC3)cc21
 : -9%	-2%	-21%	-7%	17%	-2%	-40%	0%	-3%	·
- COc1cccc(NC(=O)N[C@@H](Cc2ccccc2)C(=O)O)c1
 : -19%	5%	-15%	1%	?	-1%	19%	2%	-3%	3%
- Cc1ccc(F)cc1NC(=O)/C=C/c1ccc(S(=O)(=O)N2CCOCC2)cc1
 : ·	0%	·	-2%	·	·	-20%	·	·	-10%
- Fc1ccccc1CSc1nnc(-c2cnccn2)n1Cc1ccco1
 : ?	1%	23%	-2%	-3%	17%	59%	·	8%	5%
- C=CCc1ccccc1OCC(O)CNC1CCCC1 (stereo not given)
 : 9%	-1%	0%	8%	-4%	-13%	-15%	-1%	2%	5%
- CN(C)CCCN1C(=O)C(=O)/C(=C(/O)c2ccncc2)C1c1cccc(Br)c1 (stereo not given)
 : -9%	-2%	3%	-6%	15%	-3%	-15%	0%	-2%	4%
- CNCC(O)Cn1c(C(F)(F)F)nc2ccccc21 (stereo not given)
 : 11%	5%	17%	-2%	-2%	10%	2%	5%	0%	4%
- O=C(COC(=O)Cc1cccs1)NCc1ccc(F)cc1
 : -31%	4%	1%	-1%	-2%	1%	0%	1%	-4%	7%
- COCC(C)NC(=S)N1CCN(c2ccccc2Cl)CC1 (stereo not given)
 : -14%	-5%	-4%	-12%	-5%	-2%	-3%	5%	0%	-2%
- O=C1C=C(c2ccc(OC(F)(F)F)cc2)C[C@@H](c2ccc(Cl)cc2)C1
 : ·	0%	·	2%	·	-5%	-28%	-1%	1%	4%

13 of the compounds above, comma-delimited:
compound,RORgamma inh,ELG1 genotoxic,VP16 counter,uPA surface inh,MBNL1 CUG block,Rab9 promoter act,BRCA1 expr act,FLuc modulator,NPC1 prom act,p53 reactivation
CC(C)Sc1ncnc2c1oc1ccccc12,-18%,3%,-13%,·,-3%,17%,-13%,24µM*,4%,29%
COc1cccc(NC(=O)Cc2cn(C)c3ccccc23)c1,41%,·,?,6%,8%,·,-2%,?,·,·
Brc1ccc(CNCc2cccs2)cc1,4%,2%,2%,-5%,-4%,7%,-4%,-5%,1%,?
CC(C)N1CCN(Cc2cccs2)CC1CCO (stereo not given),6%,0%,-3%,1%,-6%,-5%,6%,3%,-3%,8%
COc1ccc(NC(=O)C2CC(=O)N/C(=N/N=C/c3ccco3)S2)cc1 (stereo not given),-8%,3%,5%,1%,5%,1%,12%,-1%,6%,1%
Cc1cccc(C)c1NC(=O)CNC(=O)c1c(-c2ccccc2)noc1C,·,2%,·,9%,·,-1%,-7%,5%,-1%,9%
OCCCn1c(CCCNc2nc(-c3cccc(Br)c3)cs2)nc2cc(Cl)c(N3CCCCC3)cc21,-9%,-2%,-21%,-7%,17%,-2%,-40%,0%,-3%,·
COc1cccc(NC(=O)N[C@@H](Cc2ccccc2)C(=O)O)c1,-19%,5%,-15%,1%,?,-1%,19%,2%,-3%,3%
Cc1ccc(F)cc1NC(=O)/C=C/c1ccc(S(=O)(=O)N2CCOCC2)cc1,·,0%,·,-2%,·,·,-20%,·,·,-10%
Fc1ccccc1CSc1nnc(-c2cnccn2)n1Cc1ccco1,?,1%,23%,-2%,-3%,17%,59%,·,8%,5%
C=CCc1ccccc1OCC(O)CNC1CCCC1 (stereo not given),9%,-1%,0%,8%,-4%,-13%,-15%,-1%,2%,5%
CN(C)CCCN1C(=O)C(=O)/C(=C(/O)c2ccncc2)C1c1cccc(Br)c1 (stereo not given),-9%,-2%,3%,-6%,15%,-3%,-15%,0%,-2%,4%
CNCC(O)Cn1c(C(F)(F)F)nc2ccccc21 (stereo not given),11%,5%,17%,-2%,-2%,10%,2%,5%,0%,4%

Rows are unselected; 13% or so of the library scored in one or more.
